ssDAF-12 act = activators of S. stercoralis DAF-12 nuclear receptor | 370,000 tested, 1% active | activation, % at 6.8 µM | HEK293 ssDAF-12/GRIP1 lit1-tk-luc reporter, luminescence; % of 3 µM dafachronic acid response;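 active = activation above the mean over all tested compounds plus 3 SD, cut at about 0.9% in these data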;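 also: 0% = DMSO-only wells and 100% = 3 µM delta7-dafachronic acid wells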
DAX1 inh-1 = inhibitors of DAX1 repression of SF-1 activated StAR promoter; HEK293T StAR-luciferase reporter, SF-1/DAX-1 repression relief; inhibition, % at 6.8 µM; 370,000 tested, 1.1% active; AID 652010;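 active = inhibition above the mean over all tested compounds plus 3 SD, cut at about 3.6% in these data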;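 also: 0% = DAX-1 cells with DMSO and 100% = cells lacking DAX-1 with DMSO; higher inhibition means more luminescence from relief of DAX-1 repression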
hcDAF12 agonist = activates DAF-12 receptor from parasite H. contortus | HEK293 hcDAF-12 lit1-tk-luc reporter, luminescence; 0% DMSO, 100% Δ7-dafachronic acid | activation, % at 6.8 µM | 370,000 tested, 1.4% active;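 active = activation above the mean of all tested compounds plus 3 SD, cut at about 5.5% in these data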;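 also: 100% = response to 3 µM Δ7-dafachronic acid high control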
NR1D1 modulator = Rev-erb alpha (human) modulation | Rev-erbα–FITC-DNA binding, fluorescence polarization, 90 min | 370,000 tested, 0.79% active | activity, % at 10 µM | P20393;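 active = activity above about 14%, limit read from the data; passing the limit was not always enough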;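 also: 0% = DMSO wells with 35 nM protein and 100% = DMSO wells with 750 nM protein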
SMARCA2 act = activators of SMARCA2 function. activation, % at 9.1 µM. 370,000 tested, 1% active. MG213 cells, MMTV-luciferase reporter, dexamethasone, overnight; in the data active = activation above about 7.8%;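 also: 0% = vehicle wells and 100% = reference activator wells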
ADAM17 inh = inhibitors of human ADAM17 | recombinant ADAM17, EDANS/DABCYL FRET peptide cleavage | inhibition, % at 6.95 µM | AID 720648 | 370,000 tested, 0.83% active;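 active = inhibition above the mean of compounds lying between control limits plus 3 SD, set per campaign, cut at about 8.5% in these data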;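 also: 0% = DMSO-only wells as the low control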
PLCb3 inh = inhibitors of human phospholipase C beta3 | Purified PLC-beta3, fluorogenic substrate, fluorescence | 370,000 tested, 0.18% active | Q01970 | AID 720704 | inhibition, % at 12.2 µM; in the data active = inhibition above about 11%;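 also: 0% = median of compound wells on plate and 100% = full blocker control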
PLC-gamma1 inh = inhibitors of human phospholipase C gamma1; P19174; purified PLC-gamma1, fluorogenic substrate, fluorescence; inhibition, % at 12.2 µM; 370,000 tested, 0.84% active; AID 720700; in the data active = inhibition above about 9.5%
Target sequence (P19174 whole entry, looked up): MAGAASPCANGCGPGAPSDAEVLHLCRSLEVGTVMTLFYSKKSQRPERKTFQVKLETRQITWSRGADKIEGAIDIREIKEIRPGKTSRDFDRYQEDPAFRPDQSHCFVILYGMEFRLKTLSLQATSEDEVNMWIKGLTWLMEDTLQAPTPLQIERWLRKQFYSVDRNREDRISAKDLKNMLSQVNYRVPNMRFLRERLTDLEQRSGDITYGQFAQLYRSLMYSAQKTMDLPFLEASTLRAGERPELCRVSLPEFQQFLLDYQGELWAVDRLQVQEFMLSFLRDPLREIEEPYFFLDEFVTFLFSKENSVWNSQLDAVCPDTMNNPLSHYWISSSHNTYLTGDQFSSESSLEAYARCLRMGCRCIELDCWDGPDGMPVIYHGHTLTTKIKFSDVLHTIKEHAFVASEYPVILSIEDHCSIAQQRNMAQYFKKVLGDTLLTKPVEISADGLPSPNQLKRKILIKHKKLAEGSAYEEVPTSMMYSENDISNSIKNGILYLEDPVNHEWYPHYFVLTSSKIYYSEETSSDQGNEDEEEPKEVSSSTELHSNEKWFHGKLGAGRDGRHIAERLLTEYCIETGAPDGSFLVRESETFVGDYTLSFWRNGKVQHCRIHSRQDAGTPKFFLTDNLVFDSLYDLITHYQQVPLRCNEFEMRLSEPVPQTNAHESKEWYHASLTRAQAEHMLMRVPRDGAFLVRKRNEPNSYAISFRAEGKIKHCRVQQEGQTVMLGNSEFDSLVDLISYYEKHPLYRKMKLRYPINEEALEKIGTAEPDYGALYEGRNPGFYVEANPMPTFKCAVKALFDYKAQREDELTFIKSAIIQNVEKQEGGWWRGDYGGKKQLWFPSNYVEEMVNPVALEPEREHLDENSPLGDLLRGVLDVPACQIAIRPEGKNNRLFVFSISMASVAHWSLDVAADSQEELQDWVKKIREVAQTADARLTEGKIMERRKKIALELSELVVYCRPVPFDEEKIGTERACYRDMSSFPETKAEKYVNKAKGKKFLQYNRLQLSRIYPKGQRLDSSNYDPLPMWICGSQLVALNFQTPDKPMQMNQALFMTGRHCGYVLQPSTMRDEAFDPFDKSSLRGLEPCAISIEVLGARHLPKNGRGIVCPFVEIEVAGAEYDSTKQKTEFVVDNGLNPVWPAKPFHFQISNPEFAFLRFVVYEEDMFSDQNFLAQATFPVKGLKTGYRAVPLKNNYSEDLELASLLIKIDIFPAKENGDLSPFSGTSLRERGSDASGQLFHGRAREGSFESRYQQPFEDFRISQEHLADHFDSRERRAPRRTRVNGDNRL
hgDAF12 agonist = activates the H. glycines DAF-12 receptor ligand-binding domain. HEK293 GAL4-hgDAF12 UAS-luciferase reporter, agonist luminescence; normalized to butyrate control. activation, % at 6.8 µM. 370,000 tested, 1.8% active. AID 687014;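 active = activation above a cutoff set at the mean of all screened compounds plus 3 SD, cut at about 10% in these data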;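 also: 0% = DMSO wells and 100% = sodium butyrate wells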
MBD2 DNA inh = inhibitors of human MBD2 binding to methylated oligonucleotide. Q9UBB5. TR-FRET. inhibition, % at 4.4 µM. 370,000 tested, 0.31% active; in the data active = inhibition above about 13%
DAX1 inh-2 = inhibits human nuclear receptor DAX1 | P51843 | HEK293 Gal4-DAX1 luciferase reporter, luminescence | inhibition, % at 6.75 µM | 340,000 tested, 0.99% active | AID 504766;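 active = inhibition above the mean over all tested compounds plus 3 SD, cut at about 4.2% in these data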;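 also: 0% = DAX1-transfected cells with DMSO and 100% = empty-vector control cells with DMSO; inhibition shows as a rise in luminescence from relieved DAX1 repression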
* hit, by the source's call; / = not tested or not shown.

SMILES | ssDAF-12 act | DAX1 inh-1 | hcDAF12 agonist | NR1D1 modulator | SMARCA2 act | ADAM17 inh | PLCb3 inh | PLC-gamma1 inh | hgDAF12 agonist | MBD2 DNA inh | DAX1 inh-2
COc1ccc(C2CC(=O)N(C)c3ccccc3S2)cc1 (stereo not drawn) | -2.0 | -0.5 | -2.5 | -2 | -1 | -1 | 1 | 2 | -6.8 | -4 | 0.7
Cc1ccc(-c2nnn(CC(=O)N(c3ccccc3)C(C(=O)NCC3CCCO3)c3cccs3)n2)o1 (stereo not drawn) | -1.8 | -0.1 | -0.5 | 0 | -1 | 0 | 1 | -2 | -2.7 | -1 | -0.3
CC(C)(C)OC(=O)C[C@@H]1C/C=C\C[C@@H](CC(=O)N[C@@H](CO)Cc2ccccc2)C(=O)NC[C@@H](c2ccccc2)OC1=O | -1.2 | 0.0 | -2.1 | 0 | 0 | -2 | 2 | 3 | -1.6 | -2 | -1.3
CN1CCSc2ccc(C(=O)Nc3ccc(Cl)cc3)cc21 | -0.6 | 1.9 | 3.5 | 7 | 7 | -28 | -207 | -138 | 18* | 3 | 7.0*
Clc1ccc(Cn2c(/C=C/c3ccco3)nc3ccccc32)cc1 | -1.0 | -0.3 | 0.6 | 6 | 0 | -48 | -117 | -96 | -0.2 | 1 | 1.8
O=C(CSc1nnc2ccccn12)NC(=O)NC1CCCCC1 | -1.3 | -0.2 | -2.0 | 4 | 0 | -9 | -1 | -1 | -1.3 | -1 | 1.0
O=C(O)/C=C/C(=O)Nc1ccc(NC(=O)c2ccccc2)c(Cl)c1 | -0.1 | 1.7 | -1.4 | -2 | -1 | -1 | 0 | 0 | 5.3 | -7 | 1.2
CCOC(=O)C1CSCCS(=O)(=O)N1Cc1cc(F)ccc1Br (stereo not drawn) | -0.6 | -0.8 | 0.3 | 2 | -4 | -1 | 0 | -2 | 2.0 | -3 | /
Cc1cc(Cl)ccc1OC(C)C(=O)NCCc1ccc2c(c1)OCCO2 (stereo not drawn) | -0.5 | -0.4 | 0.2 | 11 | -4 | -2 | -5 | -3 | -2.7 | -2 | 0.1
CCn1cc(CCCC(=O)NCc2ccc(OC)cc2)c2ccccc21 | -1.5 | -0.4 | -0.3 | 1 | -1 | -2 | -5 | 0 | -2.1 | -2 | -1.0
O=C(Nc1cccc2ccccc12)N1CC=CCC1 | -0.5 | -0.1 | -0.9 | -5 | 2 | -71 | -87 | -66 | -0.4 | -1 | -0.3
O=C(c1ccc(S(=O)(=O)NCc2ccco2)cc1)N1CCN(Cc2ccc3c(c2)OCO3)CC1 | -2.1 | -1.1 | -1.6 | -3 | -2 | -4 | -6 | 0 | -3.2 | -2 | -1.2
CCOC(=O)c1c(NC(=O)COC(=O)C2CC2C)sc(C)c1C (stereo not drawn) | -1.5 | 0.3 | 0.2 | 1 | 2 | 0 | 2 | 2 | 1.9 | -3 | -0.2
O=C(Nc1ccc2c(c1)OCO2)c1ccc(CN2CCOCC2)cc1 | -0.7 | -0.9 | 0.9 | 3 | -1 | -5 | 1 | 0 | 5.0 | -6 | 0.2
CCOC(=O)[C@]12CCCCC/C=C\1N(CCc1ccc(Cl)cc1)C(=O)[C@H]2CC(=O)NCCCN1CCCC1=O | -2.0 | -0.7 | -2.5 | 5 | -2 | 1 | 1 | 0 | -1.7 | 0 | /
O=C(Nc1ccc2c(c1)OCO2)c1cc(-c2ccncc2)nc2ccccc12 | -0.4 | -0.3 | 3.0 | -4 | -1 | 2 | -14 | -4 | 1.5 | 2 | -0.1
C=CCn1c2ccccc2c2nnc(SCCCn3c(=O)[nH]c4ccccc43)nc21 | -2.4 | -1.6 | -3.0 | -3 | -1 | 0 | -25 | -11 | -4.9 | 4 | -3.4
CC(C)(C)n1ncc2c(=O)n(CC(=O)NCc3ccccc3)cnc21 | -0.4 | -0.1 | 5.1 | 3 | 2 | 1 | 5 | 1 | 6.2 | 5 | -0.3
COc1ccc(OC)c(N(CC(=O)N2CCOCC2)S(C)(=O)=O)c1 | -1.7 | 0.4 | 0.3 | 5 | -4 | 0 | 2 | 4 | 1.6 | 4 | 0.1
CCOC(=O)C(CC(=O)O)=C(c1ccccc1)c1ccccc1 | -1.2 | 0.2 | 2.2 | 2 | -1 | -4 | -6 | 0 | -3.1 | 1 | 0.5
CS(=O)(=O)N1N=C(c2cccs2)CC1c1ccccc1O (stereo not drawn) | -0.4 | -0.1 | 0.4 | -7 | -2 | -7 | 2 | -6 | -1.1 | 5 | 0.0
COc1cc(C2c3cc4c(cc3OC(NCCc3ccccc3)C2C)OCO4)cc(OC)c1OC (stereo not drawn) | -0.6 | 3.2 | -0.7 | 5 | -5 | 2 | 4 | 0 | -3.5 | -6 | 1.8
O=C(CN1CCOCCOCCN(CC(=O)Nc2ccccc2)CCOCC1)Nc1ccccc1 | -0.3 | 0.8 | -1.4 | 1 | 0 | -4 | -1 | 2 | 2.6 | -2 | 2.0
CCC(Sc1nc(C)cc(=O)[nH]1)C(=O)Nc1ccc(Cl)cn1 (stereo not drawn) | -0.6 | 0.0 | -1.7 | 4 | 0 | -6 | -5 | 4 | 0.5 | 8 | -0.1
Cc1cc(-c2nc(-c3ccc(C(C)(C)C)cc3)no2)no1 | -1.0 | 1.0 | 1.8 | 5 | 4 | -1 | -5 | -1 | 9.0 | -2 | 0.9
O=S(=O)(c1ccc(Cl)c(C(F)(F)F)c1)N1CCN(c2ccccn2)CC1 | -1.1 | 0.2 | 0.1 | -2 | 0 | -3 | -1 | -3 | 2.1 | 0 | -0.7
COc1ccc(CCN2CN(S(=O)(=O)c3ccc(C)cc3)c3nc4ccccc4nc32)cc1OC | -1.2 | 0.0 | 0.8 | -4 | 1 | -4 | -1 | -1 | -2.0 | 0 | 0.5
Cc1nc(CCNC(=O)c2cc(COc3ccc(F)cc3Cl)on2)sc1C | -1.9 | -0.2 | -0.9 | 7 | 2 | 2 | 0 | 0 | -1.2 | -6 | 0.6
O=C(CN1C(=O)C2C3C=CC(C3)C2C1=O)OCC(=O)c1ccc([N+](=O)[O-])cc1 (stereo not drawn) | -0.8 | -0.2 | -0.6 | 1 | 1 | 7 | -1 | 3 | 2.0 | -5 | -0.4
CCN(CC)C(=O)C1=C(C)N(Cc2ccc(C(C)(C)C)cc2)C(=O)C(CC(=O)NCc2ccco2)C1 (stereo not drawn) | -1.0 | -0.9 | -0.1 | -3 | 6 | 3 | 7 | 4 | -0.1 | -3 | -0.9

A section taken from the entries so far:
SMILES | ssDAF-12 act | DAX1 inh-1 | hcDAF12 agonist | NR1D1 modulator | SMARCA2 act | ADAM17 inh | PLCb3 inh | PLC-gamma1 inh | hgDAF12 agonist | MBD2 DNA inh | DAX1 inh-2
CCC(Sc1nc(C)cc(=O)[nH]1)C(=O)Nc1ccc(Cl)cn1 (stereo not drawn) | -0.6 | 0.0 | -1.7 | 4 | 0 | -6 | -5 | 4 | 0.5 | 8 | -0.1
Cc1cc(-c2nc(-c3ccc(C(C)(C)C)cc3)no2)no1 | -1.0 | 1.0 | 1.8 | 5 | 4 | -1 | -5 | -1 | 9.0 | -2 | 0.9
O=S(=O)(c1ccc(Cl)c(C(F)(F)F)c1)N1CCN(c2ccccn2)CC1 | -1.1 | 0.2 | 0.1 | -2 | 0 | -3 | -1 | -3 | 2.1 | 0 | -0.7
COc1ccc(CCN2CN(S(=O)(=O)c3ccc(C)cc3)c3nc4ccccc4nc32)cc1OC | -1.2 | 0.0 | 0.8 | -4 | 1 | -4 | -1 | -1 | -2.0 | 0 | 0.5
Cc1nc(CCNC(=O)c2cc(COc3ccc(F)cc3Cl)on2)sc1C | -1.9 | -0.2 | -0.9 | 7 | 2 | 2 | 0 | 0 | -1.2 | -6 | 0.6
O=C(CN1C(=O)C2C3C=CC(C3)C2C1=O)OCC(=O)c1ccc([N+](=O)[O-])cc1 (stereo not drawn) | -0.8 | -0.2 | -0.6 | 1 | 1 | 7 | -1 | 3 | 2.0 | -5 | -0.4
CCN(CC)C(=O)C1=C(C)N(Cc2ccc(C(C)(C)C)cc2)C(=O)C(CC(=O)NCc2ccco2)C1 (stereo not drawn) | -1.0 | -0.9 | -0.1 | -3 | 6 | 3 | 7 | 4 | -0.1 | -3 | -0.9

(continued)
SMILES | ssDAF-12 act | DAX1 inh-1 | hcDAF12 agonist | NR1D1 modulator | SMARCA2 act | ADAM17 inh | PLCb3 inh | PLC-gamma1 inh | hgDAF12 agonist | MBD2 DNA inh | DAX1 inh-2
C(=N\Nc1nc2ccccc2[nH]1)/c1ccc2ncccc2c1 | -2.4 | 0.4 | -5.0 | 3 | -7 | -7 | -64 | -39 | -10 | -2 | -2.9
NC(=O)NN=C1CCC(OCc2ccccc2)CC1CC(=O)O (stereo not drawn) | -0.7 | -0.1 | -0.8 | -2 | -4 | -2 | -1 | 4 | -3.2 | 5 | /
Cc1nc(NC(=O)c2ccccc2)sc1-c1csc(N)n1 | -1.0 | 0.7 | -2.4 | 2 | 2 | -3 | -21 | -16 | 2.5 | 0 | -0.6
COC(=O)C(C)NS(=O)(=O)c1ccc(NC(C)=O)cc1 (stereo not drawn) | -0.8 | 0.2 | 0.8 | -7 | -1 | -6 | 1 | -2 | 1.3 | 2 | -0.5
O=C(NCc1ccccn1)c1ccc(OC2CCN(Cc3ccc(Cl)s3)CC2)cc1 | -1.7 | -2.1 | -0.9 | 1 | -2 | -5 | -10 | -2 | 0.2 | 0 | -0.1
NS(=O)(=O)c1ccc(CNC(=O)c2ccc(S(=O)(=O)C(F)F)cc2)cc1 | -1.8 | -0.1 | -2.4 | -1 | -5 | -5 | -4 | 0 | 0.3 | 4 | 1.3
Cc1ccc(NC(=O)CNC2CCS(=O)(=O)C2)cc1C (stereo not drawn) | -1.1 | -2.2 | -0.1 | -3 | -2 | -3 | -4 | 2 | -0.3 | -3 | -0.1
Cc1cc(C)c(C#N)c(SCc2cn3c(C)cccc3n2)n1 | -1.7 | 0.3 | -2.7 | 5 | 0 | 3 | 4 | 0 | -0.2 | -6 | -1.8
O=C(NC(Nc1ccc(F)cc1)(C(F)(F)F)C(F)(F)F)c1cccnc1 | -0.7 | 1.2 | 0.4 | 8 | -2 | 2 | 6 | 7 | 1.4 | 4 | -1.2
COc1cc(NC(=O)c2ccc(-c3c(C)noc3C)c3ccoc23)cc(OC)c1OC | -2.0 | -1.8 | -3.8 | -2 | -4 | 1 | -4 | -4 | -5.1 | 8 | /
Cn1ncc(N=Cc2ccc([N+](=O)[O-])cc2)c1C(=O)Nc1ccccc1 | -1.1 | -0.2 | -1.0 | -4 | -2 | -1 | 3 | 0 | 1.1 | -5 | -0.3
COc1ccc2c3c([nH]c2c1)C(C)N(CCC(=O)NN)CC3 (stereo not drawn) | -0.6 | -0.1 | 0.3 | 1 | -1 | -66 | -324 | -234 | 0.5 | 1 | -1.4
CCCn1c(N)nc2ccccc21 | 0.2 | 0.3 | -0.2 | -6 | 0 | -2 | 2 | -1 | 1.4 | -4 | -0.9
Cc1nn(Cc2ccc(Cl)cc2Cl)c(C)c1NC(=O)C1C2CCC(O2)C1C(=O)O (stereo not drawn) | -1.8 | -2.0 | -4.0 | 2 | -4 | 0 | 3 | 5 | -2.1 | -4 | -2.8
C=CCN(c1ccccc1)S(=O)(=O)c1ccc(Cl)c(C(=O)OCC(=O)N(C)C2CCS(=O)(=O)C2)c1 (stereo not drawn) | -1.6 | -0.6 | -0.6 | 2 | 3 | 1 | -1 | 1 | -2.9 | -2 | -0.8

Compound activity deposited in PubChem by several laboratories.
